GAA glycogen: qHTS Assay for Inhibitors and Activators of Human alpha-Glucosidase Cleavage of Glycogen; 300,000 tested, 0.38% active; AID 2100, 2009; Potency, µM (top dose mostly 76.4 µM), inactives show at the top dose activity change, negative = inhibition, most hits filed as inhibitors; Lysosomal alpha-glucosidase (Homo sapiens), P10253; recombinant GAA, glycogen substrate, Amplex Red glucose oxidase fluorescence; active = well fitted inhibition curve with a large enough effect; inconclusive = small, poorly fitted or top-dose-only effect, or another doubt; inactive = no such curve, though single readings can be large or run the other way;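 also: 0% = full enzyme reaction and -100% = no-enzyme basal signal; the screen sought inhibitors and activators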
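Recombinant human enzyme (4 nM); glycogen substrate; 37 C, 40 min, pH 5.0. Readout: coupled glucose oxidase/Amplex Red fluorescence.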
Numbers without * were called inactive; u = inconclusive; & = joins results of further samples; [ ] = remark or other dose. Potency is read from the fitted curve at half-maximal effect. A portion of the library; rates above refer to the full screens.

compound	GAA glycogen
FC(F)(F)c1cccc(Nc2nc(N3CCOCC3)nc(N3CCOCC3)n2)c1	-3.9%[76.3 µM]
Cc1ccc(C)c(NC(=O)CSc2nnc(CNC(=O)c3ccccc3)n2-c2ccccc2)c1	-4.4%[76.3 µM]
Cc1c(CCC(=O)NCCC(=O)O)c(=O)oc2cc3occ(-c4ccccc4)c3cc12	-0.8%
O=C(COc1ccc(C(=O)c2ccccc2)cc1)Nc1cccnc1	8.9%
Cc1cccc(NC(=S)N2CCN(c3ccccc3F)CC2)c1C	10.0%[76.3 µM]
O=C(CCC(=O)N1CCN(Cc2ccccc2)CC1)Nc1nnc(C2CCCCC2)s1	7.2%[76.3 µM]
Cc1ccc(CNC(=O)c2sc3nc4n(c(=O)c3c2C)CCCCC4)cc1	28.5%[76.3 µM]
COc1ccccc1CC(=O)N1CCC(CCC(=O)NC2CC2)CC1	-1.4%[76.3 µM]
CCCCNc1nc(Nc2ccc(C)c(Cl)c2)c2cnn(C)c2n1	-0.7%
Nc1ncc(S(=O)(=O)c2ccc(Cl)cc2)c(N)n1	-7.0%
CCCn1c2ccccc2c2cnn(CC(=O)NCc3ccccc3Cl)c(=O)c21	9.6%[76.3 µM]
CCCOc1ccc(-c2nc(N3CCC(C)CC3)c3ccccc3n2)cc1	3.4%[76.3 µM]
CCCCN(C)C(=O)c1cc2c(Cl)nc3ccccc3c2s1	-4.5%
Cc1ccc(OCc2nnc(SCC(=O)N3C(C)CCCC3C)o2)cc1 (stereo not drawn)	0.1%
Cc1cc(OCCn2nc(C(=O)O)c3ccccc3c2=O)ccc1C(C)C	13.6%[76.3 µM]
Cc1ccc(C(=O)N2CCN(S(=O)(=O)c3cc(Br)ccc3Br)CC2)o1	1.1%
N#CCc1ccc(NC(=O)c2cc(S(=O)(=O)N3CCOCC3)ccc2Cl)cc1	-10.1%[76.3 µM]
CC1(C(=O)Nc2cccc(C(F)(F)F)c2)Cc2ccccc2C(=O)O1 (stereo not drawn)	-0.2%[76.3 µM]
Cc1nc(SCC(=O)N2CCN(c3ccccc3)CC2)n[nH]1	-19.6%
O=S(O)OC1CS(=O)(=O)CC1c1ccccc1 (stereo not drawn)	-4.2%
CCOc1ccccc1NC(=O)CSc1nnc(N)s1	1.0%[76.3 µM]
CCN(c1ccc(OC)cc1)S(=O)(=O)c1nnc(NC(=O)CC(C)C)s1	2.0%
C=CCOc1ccc(/C=C\c2nc(O)c([N+](=O)[O-])c(=O)[nH]2)cc1OC	2.5%[76.3 µM]
COc1cc(C2c3[nH]c4ccccc4c3C[C@@H]3C(=O)N(Cc4ccco4)CC(=O)N23)cc(OC)c1OC (stereo partly drawn)	-9.2%
Cc1ccc(C(=O)COc2ccc3c(C)cc(=O)oc3c2)cc1	3.9%
Cc1ccc(S(=O)(=O)NCc2ccccc2)cc1C(=O)N(C)Cc1ccccc1F	-3.0%[76.3 µM]
COc1ccc(-n2c(Cc3ccccc3)nnc2SCc2nc(-c3cccs3)no2)cc1	-4.2%[76.3 µM]
O=C(Nc1ccc(Oc2ccccc2)cc1)N[C@@H](Cc1ccccc1)C(=O)O	0.1%
Cc1cccc(-n2c(=O)c3c4c(sc3n3cnnc23)CCCC4)c1	-13.7%[76.3 µM]
Cc1ccc(-n2nc3c(c2NC(=O)C(C)C)CS(=O)(=O)C3)c(C)c1	3.5%

Additional records follow:
compound	GAA glycogen
COc1ccc(-c2nc(CSCC(=O)NCCc3ccccc3)c(C)o2)cc1	-9.2%[76.3 µM]
CSc1nc(Nc2cccc(C)c2)c(C#N)c(-c2ccccc2)n1	-1.3%[76.3 µM]
CCCCc1ccc(S(=O)(=O)N2CCC3(CC2)OCCO3)cc1	-12.4%[76.3 µM]
O=C(NC(=S)Nc1cccc2cc(O)ccc12)c1ccccc1Br	u
Cc1cc(Br)ccc1NC(=O)Cn1cc(S(=O)(=O)N2CCN(c3ccccc3F)CC2)c2ccccc2c1=O	12.0%[76.3 µM]
Cc1ccc(N(Cc2cccs2)C(=O)c2ccco2)cc1	-8.1%[76.3 µM]
C=Cc1ccc(COc2ccc3oc(-c4ccccc4)c(C(=O)OCC)c3c2)cc1	11.9%[76.3 µM]
CC1CCN(C(=O)c2c(NC(=O)c3ccccc3F)sc3c2CCC(C(C)(C)C)C3)CC1 (stereo not drawn)	-11.4%[76.3 µM]
O=C(Cn1ncc2c3ccccc3n(Cc3ccccc3F)c2c1=O)N1CCCCCC1	-9.8%[76.3 µM]
O=C(CN(C(=O)c1csnn1)c1cccc2c1CCCC2)NCc1ccc(F)cc1	-3.6%
Cc1ccccc1OCc1ccc(-c2nc(C#N)c(NCCCN(C)C)o2)o1	-31.8%[76.3 µM]
CCCOP(=O)(c1ccc(N(C)C)cc1)C(O)c1ccc(Br)cc1 (stereo not drawn)	-6.1%
Cc1csc(N/N=C/c2c(F)cccc2Cl)n1	u
COc1ccc(C)cc1NC(=O)CN1C(=O)CSc2ccc(S(=O)(=O)N3CCCC3)cc21	4.9%&-1.1%[76.3 µM]
O=C1c2ccc(Br)cc2C(=O)N1c1ccc(Cl)cn1	7.3%[76.3 µM]
O=C(Nc1ccc([N+](=O)[O-])cc1)Nn1cnnc1	1.0%[76.3 µM]
CCOc1ccccc1NC(=O)c1nn(C)c2c1CSc1ccccc1-2	5.4%[76.3 µM]
CC(=O)c1cccc(NC(=O)CN2CCc3cc4c(cc3C2C)OCCCO4)c1 (stereo not drawn)	-2.7%[76.3 µM]
COc1ccc(-c2ccc(CNCc3ccccn3)o2)cc1Cl	15.8%[76.3 µM]
OC(c1nc2ccccc2[nH]1)C(O)c1nc2ccccc2[nH]1 (stereo not drawn)	9.0%[76.3 µM]
CCC1=Nc2cc(C(=O)N3CCC(C)CC3)ccc2Sc2ccc(C)cc21	-4.9%[76.3 µM]
Cc1c(C(=O)N2CCN(c3ccc(F)cc3)CC2)sc2ncnc(N3CCN(c4ccccn4)CC3)c12	-1.4%
COc1ccc(S(=O)(=O)NCCN2CCOCC2)c(C)c1C	-25.2%[15.3 µM]
Cn1cc(CCC(=O)NCc2ccc(Cl)cc2)c2ccccc21	-4.6%
CCCN1CCN(CCNC(=O)Nc2ccc(OC)c(OC)c2)CC1	16.5%[76.3 µM]
Cc1ccc(Cl)cc1N1CCN(C(=O)c2ccc3c(Cl)c4c(nc3c2)CCCC4)CC1	8.2%[76.3 µM]
CCCCNC(=O)CC1Nc2cc(C)c(C)cc2NC1=O (stereo not drawn)	u
Cc1ccc(Cn2nnc(C(=O)Nc3ccc(F)c(F)c3)c2N)cc1	-12.7%[76.3 µM]
Cc1nc(-c2ccccc2)sc1C(=O)Nc1ccc(S(N)(=O)=O)cc1	6.8%
CCn1c(=O)c2cc(C(=O)NCCCOC)sc2c2ccccc21	-3.9%

An excerpt of these results, field by field.
Cc1ccc(Cn2nnc(C(=O)Nc3ccc(F)c(F)c3)c2N)cc1
  GAA glycogen: -12.7%[76.3 µM]

Cc1cccc(-n2c(=O)c3c4c(sc3n3cnnc23)CCCC4)c1
  GAA glycogen: -13.7%[76.3 µM]

Cc1c(C(=O)N2CCN(c3ccc(F)cc3)CC2)sc2ncnc(N3CCN(c4ccccn4)CC3)c12
  GAA glycogen: -1.4%

Cc1ccc(CNC(=O)c2sc3nc4n(c(=O)c3c2C)CCCCC4)cc1
  GAA glycogen: 28.5%[76.3 µM]

The listing continues.
compound	GAA glycogen
Cc1c(NC(=O)c2cccs2)cccc1NC(=O)c1cccs1	-2.6%[76.3 µM]
COC(C(=O)Nc1ccnn1C1CCN(Cc2cnn(C)c2)CC1)c1ccccc1 (stereo not drawn)	-9.0%[76.3 µM]
COc1ccc(/C=C/c2nc3ccccc3c(=O)o2)cc1	-5.3%[76.3 µM]
CCOc1ccc(NC(=O)CCc2nnc3ccc(N4CCC5(CC4)OCCO5)nn23)cc1	0.3%[76.3 µM]
O=C(CCn1c(=O)c2cccn2c2ccc(F)cc21)NCCc1ccc(Cl)cc1	-11.8%[76.3 µM]
CCCCc1ccc(NC(=O)C2(C)Cc3ccccc3C(=O)O2)cc1 (stereo not drawn)	-13.2%[76.3 µM]
O=C(Nc1ccc(NC(=O)c2ccccc2Br)cc1)c1ccccc1	8.1%[76.3 µM]
CCN1CCCC1CNC(=O)c1cc([N+](=O)[O-])c(N(C)C)cc1OC (stereo not drawn)	15.8%[76.3 µM]
CCCn1c(=O)c(C(=O)NNC(=O)c2ccc(Cl)cc2Cl)c(O)c2ccccc21	-0.6%[76.3 µM]
Cc1cccc(NC(=O)c2sc3cccc(Cl)c3c2Cl)c1	10.9%[76.3 µM]
CC(C)CN1CCC(=O)N([C@H](CN=[N+]=[N-])Cc2ccccc2)CC1	15.2%[76.3 µM]
CNC(=O)C1CCN(C(=O)N2CC(C)Oc3ccc(C)cc32)CC1 (stereo not drawn)	12.6%[76.3 µM]
COc1ccc(CCN(C)C(=O)c2cc(=O)c3ccccc3o2)cc1OC	3.4%
CSCCCN1CCCC(CO)(Cc2ccccc2F)C1 (stereo not drawn)	-10.3%[76.3 µM]
CC(=O)Nc1nn(C)c2nc3ccc(C)cc3cc12	-9.0%
Cc1ccc(-n2nc(CO)c(C(=O)NCCc3ccccc3)n2)cc1C	15.2%[76.3 µM]
O=C(Oc1ccccc1)N1CCN(C(=O)c2ccco2)CC1	0.6%
Cc1cccc(-c2nc3cc(NC(=O)c4ccc(OCC(C)C)cc4)ccc3o2)c1	-10.9%[76.3 µM]
NC(=O)N/N=C1\c2ccccc2-c2c(C(N)=O)cccc21	3.9%
COc1ccc(C2CC(=O)c3cc(-c4nc(-c5cccc([N+](=O)[O-])c5)cs4)c(=O)n(-c4ccccc4)c3C2)cc1 (stereo not drawn)	9.3%[76.3 µM]
Cc1c(N(C)C(=O)COc2ccc3ccccc3c2)c(=O)n(-c2ccccc2)n1C	4.6%
COc1cccc(CNC(=O)Cc2c(C)c3ccc(OC)c(C)c3oc2=O)c1	12.5%[76.3 µM]
CCc1nnc(NC(=O)CSc2nnc(C(C)NC(=O)c3ccccc3F)n2C)s1 (stereo not drawn)	1.3%
CN1C(=O)N(C)C(c2ccccc2Cl)C2=C1CC(C)(C)CC2=O (stereo not drawn)	1.4%[76.3 µM]
COc1ccc(C(=O)Nc2c(-c3ccccc3)nc3ccccn23)c(OC)c1	-8.2%
Cc1ccc(NC(=O)N2CCCC2C(=O)NCc2ccccc2Cl)cc1 (stereo not drawn)	-10.9%[76.3 µM]
O=C(Nc1nnc(SCC(=O)N2CCOCC2)s1)C1CC(=O)N(c2ccccc2)C1 (stereo not drawn)	10.3%
COC(=O)c1cc2oc(C)cc2n1Cc1c(C)cc(C)cc1C	-3.3%[76.3 µM]
CSCC[C@H](NC(=O)N1C[C@H]2C[C@@H](C1)c1cccc(=O)n1C2)C(=O)Nc1ccc(NC(C)=O)cc1	3.8%[76.3 µM]
CC1CCCCC1NC(=O)C1CCC(CNS(=O)(=O)c2ccc(F)cc2)CC1 (stereo not drawn)	-0.1%

Next structures follow:
compound	GAA glycogen
COc1ccc(CN2CCC(n3nccc3NC(=O)C3CC3)CC2)cc1O	-8.9%[76.3 µM]
CCN(CC)CCCN(Cc1cc2cc3c(cc2[nH]c1=O)OCO3)C(=S)NCCCOC	3.8%[76.3 µM]
CC(C)CN1C(=O)NC2(CCCc3ccccc32)C1=O (stereo not drawn)	2.0%[76.3 µM]
CCCCCn1c(=N)c(S(=O)(=O)c2ccccc2)cc2c(=O)n3cccc(C)c3nc21	-8.7%[76.3 µM]
COc1ccc(C(c2nnnn2C(C)(C)C)N2CCN(C(=O)c3ccco3)CC2)cc1 (stereo not drawn)	-5.8%
CCCn1c2ccccc2c2cnn(CC(=O)NCCCN(CC)c3ccccc3)c(=O)c21	-6.7%[76.3 µM]
Cc1cc(N2CCCCC2)nc2ccc(NC(=O)CCC(=O)N3CCN(c4cccc(Cl)c4)CC3)cc12	-7.5%[76.3 µM]
Cc1ccc(C)c(N2CCN(C(=O)CCC(=O)N3CCOc4ccc(Cl)cc43)CC2)c1	-15.4%[76.3 µM]
Cc1c(NC(=O)Nc2ccc(Cl)c(Cl)c2)sc2nc3n(c(=O)c12)CCC(C)CC3 (stereo not drawn)	-18.6%[76.3 µM]
O=C(CSc1nnc(-c2ccccc2O)o1)N1CCOCC1	4.7%[76.3 µM]
CCCn1cc(S(=O)(=O)c2ccc(OCC)cc2)c(=O)c2cc(C)ccc21	1.0%[76.3 µM]
C[C@H](NC(=O)c1nc[nH]c1C(=O)N1CCN(C(=O)OC(C)(C)C)CC1)C(=O)OCc1ccccc1	9.2%[76.3 µM]
COCCCNS(=O)(=O)c1cc2c3c(c1)C(C)C(=O)N3CCC2 (stereo not drawn)	9.6%[76.3 µM]
C[C@H](NC(=O)c1nc[nH]c1C(=O)N[C@@H](Cc1ccccc1)C(=O)OCc1ccccc1)C(=O)OCc1ccccc1	-25.3%[76.3 µM]
COc1ccc(NC(=S)Nc2ccc(F)cc2)cc1	-2.1%[76.3 µM]
CCc1ccc(NC(=O)CN(C)S(=O)(=O)c2ccc3[nH]c(=O)oc3c2)cc1	-20.4%[76.3 µM]
O=C(O)c1ccc(Cn2c(SCc3ccc(F)cc3)nc3ccncc32)cc1	14.1%[76.3 µM]
COc1cccc(-c2ccc(NC(=O)C3CCCN(Cc4cnn(C)c4)C3)cc2)c1 (stereo not drawn)	-8.0%[76.3 µM]

Assay outcomes (PubChem BioAssay)
